Pol kappa inh: qHTS for Inhibitors of Polymerase Kappa. DNA polymerase kappa (Homo sapiens), Q9UBT6. purified Pol kappa, fluorescent DNA synthesis assay, 10 min. Potency, µM (top dose mostly 107 µM), for the others: at the highest dose activity, negative = inhibition, usual class: inhibitors. hit rate 0.53% among 400,000; further: potency means the concentration at half of the fitted maximal effect; on the % scale 0 is the no-effect control and ±100 the full control effect
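10 nM Pol kappa preincubated 15 min at room temperature with compounds, then reaction started with substrate at 50 nM final. Fluorescence read kinetically at 0 and 10 min; buffer-only wells served as negative control.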
ALOX12 inh: Primary qHTS assay for inhibitors of human arachidonate 12S-lipoxygenase (ALOX12): Round 2 | Polyunsaturated fatty acid lipoxygenase ALOX12 (Homo sapiens), P18054 | hit rate 1.1% among 580,000 | Potency, µM (titrated, usually from 108 µM), for the others: top-dose activity change, negative = inhibition, hits mostly inhibitors | AID 1671190, 2021 | purified 12hLO, xylenol orange hydroperoxide absorbance; further: potency means the concentration at half of the fitted maximal effect; on the % scale 0 is the no-effect control and ±100 the full control effect
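Hydroperoxide product was detected by ferrous iron/xylenol orange as the 573 to 405 nm absorbance ratio. Arachidonic acid at 40 uM (final) was turned over for 30 min at room temperature by 150 nM human 12hLO, pH 7.0 Hepes buffer, after 15 min compound preincubation.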
Apoferritin bind: qHTS Assay for Identification of Novel General Anesthetics; AID 485281, 2010; apoferritin/1-aminoanthracene competitive binding, fluorescence; hit rate 0.074% among 350,000; Potency, µM (doses to about 77.5 µM), for inactives: at the highest dose activity change, negative = displacement, hits mostly inhibitors; further: potency means the concentration at half of the fitted maximal effect; on the % scale 0 is the no-effect control and ±100 the full control effect; nearly all actives have a fitted effect of over 20% in size
Target sequence (P02791 2-175 limits assumed): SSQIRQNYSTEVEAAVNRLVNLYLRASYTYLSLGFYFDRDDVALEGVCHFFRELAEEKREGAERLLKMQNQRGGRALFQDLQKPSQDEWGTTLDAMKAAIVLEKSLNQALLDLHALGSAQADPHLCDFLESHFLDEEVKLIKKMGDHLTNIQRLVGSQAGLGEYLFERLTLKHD
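10 uM apoferritin + 50% sat. 1-AMA, PBS; cpd 10 min RT; Ex380/Em535 endpoint; normalized to free probe vs complex; 4-param Hill fit; propofol titration as pos. ctrl.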
ERG-DNA inh: qHTS for Small Molecule Inhibitors of the ERG Ets/DNA interaction. Transcriptional regulator ERG (Homo sapiens), P11308. fluorescence polarization, His-ERG Ets domain / labelled DNA. Potency, µM (titrated, usually from 76.9 µM), for the others: at the top dose FP activity, negative = inhibition, hits mostly inhibitors. hit rate 0.028% among 370,000; active means well fitted inhibition curve with a large enough effect in the polarisation, with a control signal flat; inconclusive means small, poorly fitted or top-dose-only effect, or effect the other way, or a change in a side signal; inactive means no such curve, though single readings can be large or run the other way; the % refers to the polarisation;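 further: polarization taken with two DNA probes labelled with fluorescein and Texas red; potency means the concentration at half of the fitted maximal effect; % of control where 0% means no effect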
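His-tagged ERG Ets domain (1 uM in the protein solution; 300mM KCl, 50mM Tris-HCl, 1mM EDTA, 1mM DTT, pH 7.5) received compound, then a probe mix of 5 nM fluorescein-DNA and 100nM Texas-615-DNA. Fluorescence polarization was read for both dyes.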
RGS4 inh: Inhibitors of Regulator of G Protein Signaling (RGS) 4: qHTS; Potency, µM (top dose mostly 114 µM), for inactives: top-dose activity change, negative = inhibition, hits mostly inhibitors; Regulator of G-protein signaling 4 (Homo sapiens), P49798; hit rate 0.039% among 390,000; Transcreener GDP fluorescence polarization, RGS4-accelerated GTP hydrolysis; AID 504845, 2011; further: potency means the concentration at half of the fitted maximal effect; on the % scale 0 is the no-effect control and ±100 the full control effect; nearly all actives have a fitted effect of over 75% in size; some results filed as inactive show a strong effect at the top dose
Target sequence (P49798 whole entry, looked up): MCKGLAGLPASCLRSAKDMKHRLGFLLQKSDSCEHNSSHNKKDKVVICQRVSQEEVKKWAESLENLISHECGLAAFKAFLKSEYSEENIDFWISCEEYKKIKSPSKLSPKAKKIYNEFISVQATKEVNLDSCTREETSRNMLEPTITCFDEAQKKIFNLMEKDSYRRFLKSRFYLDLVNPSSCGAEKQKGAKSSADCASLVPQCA
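MLSMR compounds (23 nl, pin-transferred) preincubated 10 min at room temperature with a 500nM (2x) first reagent, then RGS4 at 900nM (2x) plus Transcreener GDP mix added; fluorescence polarization (620/688 nm) read before and after 90 min at 30 °C.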
LDHA block: qHTS assay for inhibitors of human lactate dehydrogenase | hit rate 0.15% among 480,000 | purified LDHA, NADH/diaphorase-resazurin fluorescence; stronger effect = lower value | activity change, % (values are at about 110 or 230 µM); in the data active means activity change below about -30%; inconclusive means mostly about -25% to -30%;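 further: plate controls were DMSO wells for no effect and wells without enzyme for full effect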
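Resorufin fluorescence (ex540/em590), read at 0 and 20 min after diaphorase/resazurin addition, reports the NADH left after a 5 min room-temperature reaction of 2 nM human LDH5 with 0.06 mM NADH and 0.2 mM pyruvate.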
POLH inh: qHTS for Inhibitors of Polymerase Eta; recombinant Pol eta, fluorescent DNA replication assay; hit rate 1.2% among 390,000; Potency, µM (top dose mostly 114 µM), for inactives: at the top dose activity change, negative = inhibition, actives largely listed as inhibitors; DNA polymerase eta (Homo sapiens), Q9Y253; further: potency means the concentration at half of the fitted maximal effect; on the % scale 0 is the no-effect control and ±100 the full control effect
Target sequence (Q9Y253 whole entry, looked up): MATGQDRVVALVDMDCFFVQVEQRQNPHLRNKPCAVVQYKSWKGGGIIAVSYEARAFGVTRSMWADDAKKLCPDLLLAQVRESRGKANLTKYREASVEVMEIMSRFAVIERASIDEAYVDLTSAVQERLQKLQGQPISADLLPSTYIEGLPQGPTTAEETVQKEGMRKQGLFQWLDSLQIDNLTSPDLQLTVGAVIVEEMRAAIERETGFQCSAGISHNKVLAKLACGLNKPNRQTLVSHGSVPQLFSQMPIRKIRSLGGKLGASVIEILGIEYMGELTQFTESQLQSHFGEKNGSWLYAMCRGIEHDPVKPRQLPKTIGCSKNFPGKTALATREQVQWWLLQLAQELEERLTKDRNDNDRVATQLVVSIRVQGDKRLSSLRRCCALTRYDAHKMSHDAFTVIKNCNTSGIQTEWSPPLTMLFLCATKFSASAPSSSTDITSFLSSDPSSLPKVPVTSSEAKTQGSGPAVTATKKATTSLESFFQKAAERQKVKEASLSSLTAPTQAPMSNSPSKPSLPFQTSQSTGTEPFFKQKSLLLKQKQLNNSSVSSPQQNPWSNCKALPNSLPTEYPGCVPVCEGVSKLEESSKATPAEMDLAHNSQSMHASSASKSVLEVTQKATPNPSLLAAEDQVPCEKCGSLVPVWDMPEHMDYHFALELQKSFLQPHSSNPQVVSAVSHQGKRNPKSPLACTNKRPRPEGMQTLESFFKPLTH
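Fluorescent replication assay: 50 nM final substrate added after a 15 min room-temperature compound preincubation with 10 nM enzyme. Signal taken at 0 min and again at 10 min.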
APE1 inh: qHTS Assay for Inhibitors of the Human Apurinic/apyrimidinic Endonuclease 1 (APE1) | DNA repair nuclease/redox regulator APEX1 (Homo sapiens), P27695 | hit rate 0.35% among 350,000 | AID 2517, 2012 | Potency, µM (highest dose often 65.8 µM), for the others: at the highest dose activity change, negative = inhibition, hits mostly inhibitors | recombinant APE1, TAMRA/BHQ-2 abasic DNA cleavage fluorescence;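 further: potency means the concentration at half of the fitted maximal effect; plate controls were vehicle for no effect and reference inhibitor for full effect; nearly all actives have a fitted effect of over 55% in size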
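Substrate: short duplex with […] THF abasic site, 5'-TAMRA and 3'-BHQ-2, 50 nM final. APE1 at 0.75 nM, preincubated 15 min RT with compound. Fluorescence increase from first to third read measured activity.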
POLB inh: qHTS Assay for Inhibitors of DNA Polymerase Beta; Pol beta primer extension/strand displacement, fluorescence kinetic; Potency, µM (doses to about 114 µM), for inactives: at the top dose activity change, negative = inhibition, most hits filed as inhibitors; P06746; hit rate 1.3% among 340,000; AID 485314, 2010; further: potency means the concentration at half of the fitted maximal effect; on the % scale 0 is the no-effect control and ±100 the full control effect
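Reaction started by 50 nM substrate onto compound-treated Pol beta (10 nM, 15 min preincubation, room temperature); plates read at 0 min and 10 min. Normalized concentration-effect data fitted by four-parameter Hill equation.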
* = called active by the depositor; ? = inconclusive; . = not tested or not shown; & = joins results of further samples; [ ] = remark or other dose. Unless noted, the call rests on the fitted dose curve; in most records, active means well fitted curve in the direction sought with a large enough effect; inconclusive means small, poorly fitted or top-dose-only effect, or another doubt; inactive means no such curve, though single readings can be large; an effect the other way counts as inactive or inconclusive. This is a subset; count on the stated rates, not on these rows.

Structure | Pol kappa inh | ALOX12 inh | Apoferritin bind | ERG-DNA inh | RGS4 inh | LDHA block | POLH inh | APE1 inh | POLB inh
COc1ccc(S(=O)(=O)NCc2ccncc2)cc1OC | -5% | -15% | -6% | -5% | 17% | 2 | -7% | 12% | 15%
CCC(C)(C)NC(=O)C(c1ccc(C)cc1)N(CC1CCCO1)C(=O)CCC(=O)Nc1ccccn1 (centres undefined) | 3% | 0% | -11% | -1% | 4% | -7 | -9% | 0% | 9%
Cc1cccc(-c2noc(CSc3nc(-c4ccc(F)cc4)cc(=O)[nH]3)n2)c1 | -7%[60.1 µM] | -11% | 41%[activator] | 0% | 16% | 1 | 15% | . | 33%
COc1ccc(CNC(=O)Cc2c(C)c3cc4c(C)coc4cc3oc2=O)cc1 | -5% | ? | 6% | -6% | 4% | -9 | -19% | . | -10%
O=C(O)C(C(O)c1ccccc1)[n+]1ccccc1 (centres undefined) | 11% | -19% | . | 8% | 2% | 0 | -11% | 50%[activator] | .
CCOC(=O)CSc1cn2c(n1)CCC2 | -6% | -17% | -4% | -4% | -8% | 1 | -2% | -3% | 20%
O=C(CSc1nnnn1C1CCCCC1)Nc1nc2c(s1)CCCC2 | -25% | -16% | ? | -2% | -9% | -7 | -17% | 7% | 1%
COc1ccc(NC(=O)Cn2c(=O)n(Cc3ccco3)c(=O)c3oc4ccccc4c32)cc1Cl | -5% | -10% | -15% | 0% | -3% | -5 | 17% | . | -3%
Cc1ccc(-n2nc3c(N4CCC(C(=O)NCCc5ccco5)CC4)nnc(C)c3c2C)cc1 | -3% | 52%[activator] | -9% | 11% | -2% | -8 | -2% | 47% | -18%
COc1cc(NC(=O)Cc2c(C(=O)O)[nH]c3ccccc23)cc(OC)c1OC | -8% | 4% | -5% | . | -8% | -11 | -11% | 2% | 1%
O=C(CSc1ccccc1)N1CCN(c2ccccc2)CC1 | 1% | ? | -11% | -10% | -36% | -5 | -9% | 0% | -26%
CCOC(=O)CN1C(=O)NC2(CCCc3ccccc32)C1=O (centres undefined) | -5% | -13% | -8% | 0% | 19% | -9 | -9% | 31% | 32%
COCCNC(=O)Cn1nc(C(F)(F)F)c(Br)c1C | -2% | 17% | -8% | . | -2% | 5 | -3% | -13% | 5%
O=C(Nc1ccc2ccccc2c1)N1CCCN(CCOc2ccccc2)CC1 | 17% | 0% | -10% | -7% | -28% | 4 | -14% | -1% | -2%
Cc1ccn2cc(C(=O)N3CCN(c4cnn(-c5ccccc5)c(=O)c4Cl)CC3)nc2c1 | -12% | -11% | . | 0% | 34% | -7 | -3% | -2% | .
Cc1nnnn1/C(=C\c1ccccc1)C(=O)OCC(=O)N1CC2(C)CC1CC(C)(C)C2 (centres undefined) | -5% | -12% | -16% | 5% | ? | -2 | -25% | 19% | 28%
Cc1ccc(NC(=O)COC(=O)c2ccc(Br)o2)cc1S(=O)(=O)N1CCCCC1 | 1% | 35%[activator] | . | 0% | 19% | -4 | -10% | 7% | .
CCCc1nnc(SCC(=O)N2CCCCC2)n1CCCOC | 3% | -16% | -1% | -10% | 9% | -2 | -10% | 0% | 18%
COc1cccc(CNCC(O)(c2ccc(Cl)cc2)c2ccc(Cl)cc2)c1 | -8% | -2% | 47%[activator] | -1% | -16% | 9 | -14% | -2% | 1%
CCOc1ccc(-c2nc[nH]c2[N+](=O)[O-])cc1 | 4% | 23% | 1% | -7% | -12% | -8 | -3% | 0% | ?

(cont.)
Structure | Pol kappa inh | ALOX12 inh | Apoferritin bind | ERG-DNA inh | RGS4 inh | LDHA block | POLH inh | APE1 inh | POLB inh
COc1ccc(C=O)cc1COc1ccc(C)cc1[N+](=O)[O-] | 5% | 0% | ? | 0% | -30% | -6 | -7% | -4% | -2%
Cc1ccccc1C(=O)N1CCN(c2ccc(NC(=S)NC(=O)c3ccco3)cc2)CC1 | -13% | ? | ? | 8% | 48% | 4 | -1% | 11% | 20%
Cc1ccc(C)c(NC(=O)Cn2c(=O)n(-c3ccc(CC(=O)NCC4CCCO4)cc3)c(=O)c3ccccc32)c1 (centres undefined) | -13% | -17%&-20% | -6%&3% | -3% | 2% | -13 | -16% | 2% | -7%&-4%
[N-]=[N+]=NC1CC(CO)OC1n1ccc(=O)[nH]c1=O (centres undefined) | -17% | 10% | -3% | -7% | 5% | -9 | -15% | 54%[activator] | 3%
CC(Oc1ccc(Br)cc1)C(=O)Nc1ccc(N2CCOCC2)cc1N1CCOCC1 (centres undefined) | -1% | -28% | . | -9% | -16% | 8 | -16% | 11% | .
N#CCOc1nc(N2CCCC2)nc(N2CCCC2)n1 | -6% | 0% | -9% | -6% | 18% | -2 | -9% | 2% | 4%
COC(=O)CCNC(=O)Cc1c(C)n(C(=O)c2ccc(Cl)cc2)c2ccc(OC)cc12 | -3% | ? | -16% | -6% | -14% | -3 | -10% | 20% | 14%
CCN1C(=O)[C@H]2[C@@H](c3ccc(Cl)cc3)N3C(=O)CN(CCOC)C(=O)[C@@]3(Cc3ccccc3)[C@H]2C1=O | 13% | 20% | 0% | 2% | 15% | -2 | -1% | 35% | -1%
Cc1ccc2cc(CCNC(=O)c3cc4ccccc4o3)c(=O)[nH]c2c1C | 5% | -19% | -19% | 13% | -1% | -3 | -15% | -3% | -3%
CN1Cc2cc(C(=O)c3ccccc3O)cnc2NC1=O | 3% | 0% | -14% | -2% | -20% | 2 | -20% | 2% | 4%
CCOC(=O)C1CCCN(C(=O)c2ccccc2SCCOC)C1 (centres undefined) | -8% | -3% | 7% | . | -44% | -2 | 7% | -2% | 6%
CCCCn1nnnc1NCc1ccc(C)s1 | -14% | -1% | -3% | -10% | 16% | 10 | -2% | -1% | 1%
CC(C)(Oc1ccc(Cl)cc1)C(=O)OCC(=O)N1CCN(c2ccccc2)CC1 | -14% | -2% | . | 2% | 6% | -2 | -14% | 9% | .
CCC(C)(C)NC(=O)C(c1cccs1)N(CC1CCCO1)C(=O)Cn1nnc2ccccc21 (centres undefined) | -6% | 10% | -21% | 8% | 1% | -4 | -15% | 0% | 1%
N#Cc1ccc(-c2nc3cc(C#N)c(C#N)cc3nc2-c2ccccc2)cc1C#N | . | -1% | -3% | . | . | . | . | 5% | 14%
COc1ccccc1Nc1nc(-c2ccccc2O)nc2ccccc12 | 3% | -5% | -4% | 8% | 1% | -1 | -23% | 4% | 4%
O=S(=O)(Nc1ccc2nc(N3CCOCC3)sc2c1)c1ccc(Cl)cc1 | -5% | 180%[activator] | . | -8% | -8% | -1 | -13% | -16% | .
COc1ccccc1N(CC1CO1)S(=O)(=O)c1ccccc1 (centres undefined) | -17% | -5% | -9% | 3% | 17% | -2 | 3% | 9% | -15%
COc1cc(OC)c(NC(=O)CC(=O)Nc2cc(Cl)c(OC)cc2OC)cc1Cl | -1% | 0% | -9% | -9% | 1% | 2 | -6% | -12% | 1%
CCCOC(=O)c1ccc(NC(=O)/C=C/c2cccs2)cc1 | -16% | -8% | -9% | 4% | 15% | 0 | -7% | -4% | 2%

The listing continues:
Structure | Pol kappa inh | ALOX12 inh | Apoferritin bind | ERG-DNA inh | RGS4 inh | LDHA block | POLH inh | APE1 inh | POLB inh
COc1ccc(OC)c(NC(=O)CCCc2ccccc2)c1 | -3% | 54%[activator] | -10% | 3% | -4% | 3 | -5% | -5% | ?
COC(=O)CCC(=O)NC(=S)Nc1sc(C)c(C)c1C(N)=O | -4% | -11% | -8% | 4% | -15% | -4 | ? | 4% | 8%
Cc1cc(NC(=O)CSc2nc3c([nH]c4ccccc43)c(=O)n2-c2ccc(Cl)cc2)no1 | -3%[60.1 µM] | 0% | 2% | 5% | -2% | -4 | -9% | . | 25%
CCOC(=O)c1c(N=CN(C)C)c2cc([N+](=O)[O-])cnc2n1C | -13% | 4% | 8% | 6% | 2% | 0 | -5% | 2% | -28%
Cc1cc(C)c2c(C)nn(-c3ccccc3)c2n1 | -3% | 65%[activator][57.4 µM] | 1% | -5% | -9% | -8 | 1% | -7% | -3%
COC(=O)c1ccccc1NC(=O)Cn1c(=O)cc(-c2ccccc2)c2c(C)nn(C)c21 | 0% | ? | -5% | 0% | -7% | -7 | -10% | . | 2%
Cc1cc(C)cc(NC(=S)NC(=O)Cc2ccccc2)c1 | -4% | ? | . | 5% | -14% | -7 | -8% | . | .
O=C(CN1C(=O)NC2(CCCCCC2)C1=O)Nc1ccccc1[N+](=O)[O-] | 6% | -1% | . | 2% | -2% | -10 | -5% | 38%[activator] | .
CCOc1ccc(NC(=O)CC2C(=O)N(c3ccccc3)C(=O)N2C2CCCCC2)cc1 (centres undefined) | -24% | -20% | -10% | -5% | -12% | 2 | -5% | . | 12%
Cc1cc(/C=C2\SC(=S)NC2=O)c(C)n1-c1ccc(O)cc1 | ? | 28µM* | -3% | 11% | -11%[11.4 µM] | 0 | 50µM* | -10% | 50µM*
O=C1C=C(c2ccccc2)OC2(CCCC2)O1 | -11% | 0% | -9% | -5% | -7% | 0 | 9% | -3% | -3%
